# 12-hLO inh: inhibitors of human 12-lipoxygenase (ALOX12); Potency, µM (titrated, usually from 57.1 µM), inactives show at the highest dose activity change, negative = inhibition, most hits filed as inhibitors; 150,000 compounds, 0.12% hits; purified 12-hLO, xylenol orange hydroperoxide absorbance; P18054; further: potency means the concentration at half of the fitted maximal effect; nearly all actives have a fitted effect of over 55% in size; many of its hits are not listed in these tables
#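 150 nM 12hLO, 25 mM Hepes pH 7.0 + 0.01% Triton X-100; cpd preinc 15 min RT; 40 uM arachidonic acid, 30 min RT; Fe-XO 30 min; A573/A405 ratio as read-out.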
# IMPase inh: cell-permeable inhibitors of inositol monophosphatase (IMPase); P97697; CHO-M1 cells, IP1 accumulation, HTRF TR-FRET ratio; inhibition (IP1 accumulation), % at 46.1 µM; 120,000 tested, under 10 active; active means well fitted curve in the direction sought with a large enough effect in the signal ratio, not every such curve was filed as active; inconclusive means small, poorly fitted or top-dose-only effect, or a change in a side signal; inactive means no such curve, though single readings can be large or run the other way; the % refers to the signal ratio;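 further: cells stimulated with carbachol in lithium chloride buffer; plate controls were DMSO basal wells for no effect and reference inhibitor wells for full effect; higher means more IMPase inhibition seen as more IP1 and lower FRET ratio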
#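 CHO-M1, 2000 cells/well, cultured 16–30 h; cpd up to 46 uM; carbachol (50 uM solution, stimulation buffer w/ 50 mM LiCl, pH 7.4), 30 min 37C; IP-One TR-FRET, 10 min RT; Ex 320/Em 665, 620; Hill-fit AC50.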
# 15-hLO-2 inh: inhibitors of human 15-lipoxygenase 2 (ALOX15B); Potency, µM (series often up to 57.1 µM), for the others: at the top dose activity change, negative = inhibition, hits mostly inhibitors; 110,000 compounds, 0.56% hits; O15296; purified 15hLO-2, xylenol orange hydroperoxide absorbance; further: potency means the concentration at half of the fitted maximal effect; nearly all actives have a fitted effect of over 60% in size; many of its hits are not listed in these tables
#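 Enzyme 50 nM, AA 45 uM, 25 mM Hepes pH 7.5 + 0.01% Triton X-100; cpd preinc 15 min RT, rxn 90 min RT; stop/detect with 200 uM XO + 300 uM Fe(II) in 50 mM H2SO4, 30 min; A573/A405.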
# PNC assembly inh: blocks assembly of the perinucleolar compartment. activity change (PNC), negative = inhibition, % at 10 µM. 140,000 compounds, 3.1% hits. PC3M PTB-GFP, PNC prevalence imaging, 16 h; stronger effect = lower value;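 active means readout at or below -70, meaning at least 70% loss of cells showing the perinucleolar compartment, a nuclear body marking cancer cells; inconclusive means readout between -30 and a set limit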;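 further: plate controls were DMSO wells for no effect and camptothecin positive control wells for full effect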
#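 Read-out is percentage of cells bearing a perinucleolar compartment, from automated 20x imaging of fixed, Hoechst-stained PC3M PTB-GFP cells. Cells were seeded 4 h, then exposed 16 h to compound (23 nl of library stock) in duplicate plates.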
# Starred values were filed as active, the others as inactive; ? = inconclusive; . = no result given; & = joins results of further samples; [ ] = another dose, or the depositor's remark. Unless noted, the call rests on the fitted dose curve; in most records, active means well fitted curve in the direction sought with a large enough effect; inconclusive means small, poorly fitted or top-dose-only effect, or another doubt; inactive means no such curve, though single readings can be large; an effect the other way counts as inactive or inconclusive. Unless noted, on the % scale 0 is the no-effect control and ±100 the full control effect.
# Each structure is followed by: 12-hLO inh, IMPase inh, 15-hLO-2 inh, PNC assembly inh
O=C(O)/C=C/C(=O)Nc1ccc(Oc2ccc(NC(=O)/C=C/C(=O)O)cc2)cc1
    5.1%, ., ., 40.5
O=C(Cc1c(F)cccc1Cl)c1ccc(O)cc1O
    -22.3%, 1.3, -1.1%, 39.2
CCOCCCN(Cc1cc2cc(C)cc(C)c2[nH]c1=O)C(=O)N(CC)CC
    1.5%, 1.1, 10.4%, ?
COc1ccccc1/C=N/NC(=O)CC(=O)NCc1cccnc1
    -1.8%, 1.8, ., 151.1
Cc1cc(N2CCC(C)CC2)nc2ccc(N3C(=O)CCC3=O)cc12
    -1.8%, -0.4, 4.8%, ?
O=C(NCc1ccco1)c1nnc(Cc2ccc(Cl)cc2)o1
    -14.1%, 7.4, 10.7%, 12.6
COc1cccc(/C=N/NC(N)=S)c1OCc1cccc(Cl)c1
    ?, ., ., 34.9
CCOC(=O)N1CCN(c2c(NCCN(C)Cc3ccccc3)c(=O)c2=O)CC1
    -0.9%, 3.4, -2.6%, 20.4
COc1cc(CNCCSc2nnnn2C)cc(Br)c1OCc1ccccc1F
    4.8%, 2.1, 28.9%, ?
O=C(NCCc1ccccn1)C(F)(F)C(F)(F)C(F)(F)C(F)(F)C(F)(F)C(F)(F)C(F)(F)C(F)F
    1.5%, 7.9, ., -23.0
CC(=O)Nc1cccc(/C(C)=N/NC(=O)c2ccccc2Cl)c1
    9.1%, -1.2, ., 5.6
CCn1c(O)c(N=NC2=NC(=O)CS2)c2cc(C)ccc21
    7.1%, 9.0, -16.8%, 86.3
O=C(CN1N=C(c2ccc(Cl)cc2)CCC1=O)NCCN1CCc2ccccc2C1
    -2.2%, 20.2, ., -21.4
Cn1c(=O)c2c(nc(CN3CCN(c4ccccc4)CC3)n2Cc2c(F)cccc2Cl)n(C)c1=O
    1.2%, -5.5, 1.4%, 0.7
COc1cccc(C(=O)N2CCN(C3CCC(c4ccccc4)CC3)CC2)c1OC (stereo not drawn)
    -3.3%, 11.8, -3.2%, -25.3
COc1ccccc1N(CC(N)=O)S(=O)(=O)c1ccc(C)cc1
    -5.5%, 5.0, -7.6%, 4.0
O=C(OCCN1CCCCC1)c1cc2ccccc2o1
    5.4%, 1.4, 16.7%, 0.0
Cc1noc(C)c1C(=O)NCc1ccccc1
    9.3%, -9.9, 8.0%, 6.2
Cn1c(SCC(=O)N/N=C/c2ccc([N+](=O)[O-])s2)nnc1-c1ccccc1
    0.1%, ., ., 36.9
C[C@@H](C(=O)O)c1cccc(C(=O)c2ccccc2)c1
    1.7%[25.6 µM], -3.1[20.6 µM], -2.9%[25.6 µM], .
CC(=O)Nc1ccc(C(=O)N(C)C(C(=O)Nc2ccc(C)cc2)c2ccccn2)cc1 (stereo not drawn)
    -1.6%, ., ., -11.1
O=C(Nc1ccc(N2CCN(C(=O)c3ccco3)CC2)cc1)c1cccs1
    -3.4%, -13.1, -5.7%, -28.9
COc1ccc(Cn2nnnc2C(c2ccccc2Cl)N2CCN(C3CCCC3)CC2)cc1 (stereo not drawn)
    -2.4%, 18.8, 16.6%, 7.0
COc1ccc(CC(=O)N2CC3(C)CC2CC(C)(C)C3)cc1 (stereo not drawn)
    -1.2%, 9.8, -7.9%, -10.0
CC(N)=NCCCC[C@H](N)C(=O)O
    -3.1%&-4.1%, 2.3&0.5, 16.2%&4.1%, .
CCCOc1ccc(/C(O)=C2/C(=O)C(=O)N(c3cc(C)on3)C2c2ccc(C(=O)OC)cc2)cc1 (stereo not drawn)
    3.0%, -6.9, 2.6%, ?
Cc1cc(OCC(=O)Nc2ccncc2)c(C)cc1Br
    3.6%, 1.0, 25.1%, 37.5
CCCCN(CC)S(=O)(=O)N1CCC(C(=O)NCCCN2CCOCC2)CC1
    0.9%, -0.3, 14.6%, 0.4
CCCCn1c2nc3ccccc3nc2c2c(=N)oc(C)nc21
    -3.4%, 8.2, -10.2%, -9.4
CC(C)(C)C(=O)Nc1nnc(-c2ccncc2)o1
    -2.1%, -14.3, ., 9.3
CCOC(=O)N1CCC(NC(=O)Cn2cc3c(n2)CCCCC3)CC1
    -0.6%, 0.3, 6.9%, -7.1
Cc1cc(NC(=O)CN2CC3CC(C2)c2cccc(=O)n2C3)nc2c1c(=O)oc1ccccc12 (stereo not drawn)
    -1.1%, -7.1, -10.3%, ?
COC(=O)c1sc2nc(C)c([N+](=O)[O-])c(C)c2c1N
    -0.9%, ., ., -13.1
C=CCCCCCCCCCCCC(O)CC(O)CO (stereo not drawn) (tested in a mixture with another compound)
    -1.2%, ., -2.6%, .
COc1ccc(S(=O)(=O)N2CCN(C(=O)c3c(C)nn(-c4ccccc4)c3Cl)CC2)cc1
    -13.6%, 9.2, -0.9%, -7.9
CC1CCCCN1C(=O)CSc1nnc(Cc2ccccc2)n1C (stereo not drawn)
    -2.1%, -2.7, ., -100.0*
COCC(=O)NCCc1ccc(S(N)(=O)=O)cc1
    -2.1%, -2.1, 3.8%, 29.4
CC(=O)N1CCN(c2nc(CC(C)C)c3c(c2C#N)CCC3)CC1
    -4.2%, 14.8, 0.3%, ?
CC(C)c1ccc(N2C(=O)CSC23C(=O)N2CCCc4cccc3c42)cc1 (stereo not drawn)
    3.6%, 19.2, -10.4%, 4.9
CCCCCCC1CC(/C(C)=N\NC(N)=O)OC1=O (stereo not drawn)
    1.4%, ., ., 12.0
Cc1ccc(S(=O)(=O)Oc2ccccc2N2C(=O)C3CC=CCC3C2=O)cc1 (stereo not drawn)
    0.7%, 7.8, -1.2%, 10.5
O=c1c2c(nc3cc(-c4cccc(Cl)c4)[nH]n13)CCC2
    6.5%, -0.7, -13.1%, -1.2
O=C1c2cccc3cc(Br)cc(c23)C(=O)N1Nc1ccc(Br)cc1
    -0.7%, ., ., ?
CCn1c(SCC(=O)Nc2cc(C)on2)nnc1-c1ccco1
    8.1%, -8.2, -6.7%, -10.8
Cc1ccc(NP(=O)(c2ccc(N(C)C)cc2NC(=O)c2cccs2)N2CCOCC2)cc1 (stereo not drawn)
    -0.6%, 0.2, ., -17.2
Cc1cc(C)c2c(c1)cc(C)c1nnc(SCC(=O)Nc3cc(C)on3)n12
    -5.8%, -0.1, 1.5%, -88.4*
COc1ccc(/C=C(\C#N)C(=O)NCCCn2ccnc2)cc1
    -2.8%, ., ., 60.5
COc1ccc(OCc2cn3c(C)cc(C)nc3n2)cc1
    1.8%, ., ., ?
Cc1ccc(CSCCNC(=O)CSCc2ccc([N+](=O)[O-])cc2)cc1
    -4.9%, 4.4[1.84 µM], 5.5%[11.4 µM], ?
Cc1ccc(-c2nc(-c3ccccc3)no2)cc1
    0.0%, 2.7, -1.9%, 6.7

# New compounds follow.
# Each structure is followed by: 12-hLO inh, IMPase inh, 15-hLO-2 inh, PNC assembly inh
CCOC(=O)CNC(=O)CSc1ncnc2c1cnn2-c1ccc(C)cc1
    -3.8%, 3.2, -4.2%, 10.5
O=C(NCCc1c[nH]c2ccccc12)[C@@H]1C[C@H]1[C@@H](NP(=O)(c1ccccc1)c1ccccc1)c1ccccc1
    -9.7%&-7.3%, ., 0.2%, -23.0
CCOC(=O)c1nnc(-c2cccs2)nc1NC(C)C
    3.2%, 4.9, ., ?
CCOC(=O)N1CCN(C(=O)CSc2nc3ccccc3c(=O)n2-c2ccccc2)CC1
    -1.9%, 0.8, -1.8%, -14.8
O=C1c2ccccc2C(=O)c2c(NCc3cccnc3)cccc21
    9.0%, -0.4, -2.5%, 20.7
COc1cc(C2NC(=O)NC(C)=C2C(=O)OC2CCCCC2)cc(Br)c1O (stereo not drawn)
    -13.8%, 0.7, -10.1%, ?
COc1cc(-c2ccc(N=Nc3ccc4c(S(=O)(=O)O)cc(S(=O)(=O)O)c(N)c4c3O)c(OC)c2)ccc1N=Nc1ccc2c(S(=O)(=O)O)cc(S(=O)(=O)O)c(N)c2c1O
    -6.3%, ?, 25.1µM*, .
O=C(NCCc1ccc2c(c1)OCCO2)c1ccc(F)cc1
    -3.6%, 10.8, ., ?
N#C/C=C1/NC(=O)c2ccccc2S1
    -2.4%, 0.9, -2.0%, 23.7
COCCNC(=O)c1cc(-c2ccc(OC)c(OC)c2)on1
    3.4%, -3.5, -0.7%, ?
FC(F)(F)c1nc2nc(Cl)c(Cl)nc2n1CCCN1CCOCC1
    0.7%[11.4 µM], ., 4.5%[11.4 µM], .
CCOC(=O)C1=C(CC)Nc2ccccc2N=C1NC(=O)Nc1ccc(Cl)c(Cl)c1
    -19.9%, 15.3, -9.5%, 45.7
CCCc1cc(=O)oc2c(CN3CCCC3)c(O)ccc12
    -7.1%, ?, -1.1%, 4.9
CC(=O)c1cccc(NC(=S)NC2CCCCC2)c1
    -3.7%, ., ., -22.7
CCOc1ccc(S(=O)(=O)NN)cc1
    -2.8%, 5.3, -30.0%, -25.4
Cc1cc(Cl)ccc1OCC(=O)Nc1ccccc1CO
    -4.4%, -2.4, -3.5%, -22.8
S=C(NCc1cccs1)Nc1ccccc1
    -7.7%, ., ., 40.3
Cn1c(CCCCCN)nc2ccccc21
    11.0%, 0.8, 28.6%, 24.2
COc1cc(Nc2ccccc2Cl)c([N+](=O)[O-])nc1[N+](=O)[O-]
    1.3%, -7.1, -21.3%, -92.3*
CN1CCN(S(=O)(=O)c2ccc3[nH]c(=O)oc3c2)CC1
    0.3%, ., ., -0.8
CC(C)(C)n1ncc2c(=O)n(CC(=O)c3ccc(Cl)cc3)cnc21
    0.9%, 2.2, -0.5%, -26.8
CCOC(=O)c1ccc(S(=O)(=O)N2CCN(CC3CC=CCC3)CC2)cc1 (stereo not drawn)
    -4.9%, -5.1, 19.6%, ?
O=C(CSc1ncc(-c2ccccc2)[nH]1)Nc1cccc(O)c1
    -3.7%, -2.1, 6.6%, ?
CCOC(=O)c1cc(NC(=O)Nc2ccc(OC)c(OC)c2)c(C)nc1C
    0.7%, -1.3, -1.3%, -102.1*
Cn1c2ccccc2c2c(C(=O)NCCCN3CCCC3=O)cn(C3CCCCC3)c(=O)c21
    4.0%, 0.5, -12.0%, -4.3
COc1ccc(Nc2nc(N)nc(CSc3nncn3C)n2)cc1
    7.7%, 7.3, 1.7%, -0.1
Cc1ccc2[nH]cc(C(=O)CN3CCN(C)CC3)c2c1
    0.8%, -1.2, 7.5%, -10.9
Cc1ccc(C(=O)CSc2nc(C)cc(C)c2C(N)=O)cc1
    0.4%, 4.0[1.84 µM], 2.2%[11.4 µM], -87.8*
O=C(CCn1nc(-c2ccc(Cl)cc2)ccc1=O)N1CCOCC1
    4.1%, 3.6, -1.4%, 1.6
COc1ccc(N(C(C)=O)S(=O)(=O)c2cccc3cccnc23)cc1
    -3.3%, ., ., -16.6
Cc1cccc(OCC(=O)Nc2cc(C)c(C)cc2O)c1
    -5.1%, -12.0, -11.1%, ?
CSc1nc(-c2ccccc2)nc(C(Cl)Cl)n1
    -2.3%, ., ., ?
CC(C)c1ccc(C(=O)CSc2n[nH]c(-c3ccncc3)n2)cc1
    -9.1%, 2.9, 26.0%, ?
CSc1sc2ccccc2[n+]1CCCS(=O)(=O)[O-]
    -14.2%, 2.3, 20.3%, -19.2
Cc1cc2occ(CC(=O)NCc3cccs3)c2cc1C(C)C
    -4.7%, ., ., ?
CC(C)(C)n1nc2c(c1NC(=O)COc1ccc(Cl)cc1)CSC2
    -2.3%, ?, 18.2%, 31.2
COc1cc(C(=O)N2CCN(c3ccc([N+](=O)[O-])cc3)CC2)ccc1OCc1c(C)noc1C
    -14.3%, 4.2, 10.8%, 9.4

# Screening results deposited in PubChem by National Center for Advancing Translational Sciences (NCATS).

# The list is partial (hit frequency here may not be typical).
